NOD2-RIPK2 inh: NOD2-RIPK2 protein interaction inhibition; CHO BLA complementation NOD2-RIPK2, CCF4 ratio; inhibition, % at 4.98 µM; 360,000 compounds, 0.38% hits; in the data active means inhibition above about 21%;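 further: 0% = vehicle only and 100% = reference blocker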
LRH-1 inv ag: inverse agonists of human LRH-1 (NR5A2); O00482; inhibition, % at 3.6 µM; HEK293T StAR-luciferase reporter, LRH-1 transfected, 24 h; AID 602396; 360,000 compounds, 0.13% hits;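 active means inhibition above the mean inhibition of all tested compounds plus 3 SD, cut at about 73% in these data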;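 further: 0% = DMSO wells and 100% = reporter-only cells lacking LRH-1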
Target sequence (O00482 whole entry, looked up): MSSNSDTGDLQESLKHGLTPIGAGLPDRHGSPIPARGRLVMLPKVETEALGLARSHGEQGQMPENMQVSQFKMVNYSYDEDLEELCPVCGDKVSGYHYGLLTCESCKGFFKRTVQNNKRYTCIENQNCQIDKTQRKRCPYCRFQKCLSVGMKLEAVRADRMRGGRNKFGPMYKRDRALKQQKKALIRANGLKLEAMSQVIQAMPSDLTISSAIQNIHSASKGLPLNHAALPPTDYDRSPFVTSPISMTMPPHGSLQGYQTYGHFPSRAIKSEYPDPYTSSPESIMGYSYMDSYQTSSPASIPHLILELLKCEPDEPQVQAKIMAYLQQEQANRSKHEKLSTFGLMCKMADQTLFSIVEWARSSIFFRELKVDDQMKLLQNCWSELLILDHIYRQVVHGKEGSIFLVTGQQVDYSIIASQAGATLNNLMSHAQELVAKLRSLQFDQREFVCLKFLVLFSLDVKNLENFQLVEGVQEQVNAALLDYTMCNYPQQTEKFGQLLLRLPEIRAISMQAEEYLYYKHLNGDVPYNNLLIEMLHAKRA
COUP-TFII inh: NR2F2 (human) inhibition, primary screen; HEK293T NGFI-A luciferase reporter, luminescence; P24468; inhibition, % at 8.6 µM; 370,000 compounds, 0.7% hits;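 active means inhibition above a per-plate cutoff, mean inhibition of test wells between control levels plus 3 SD, cut at about 38% in these data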;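 further: cells cotransfected with COUP-TFII expression vector driving the NGFI-A reporter; 0% = median of COUP-TF2 test wells and 100% = reporter-only cells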
Target sequence (P24468 whole entry, looked up): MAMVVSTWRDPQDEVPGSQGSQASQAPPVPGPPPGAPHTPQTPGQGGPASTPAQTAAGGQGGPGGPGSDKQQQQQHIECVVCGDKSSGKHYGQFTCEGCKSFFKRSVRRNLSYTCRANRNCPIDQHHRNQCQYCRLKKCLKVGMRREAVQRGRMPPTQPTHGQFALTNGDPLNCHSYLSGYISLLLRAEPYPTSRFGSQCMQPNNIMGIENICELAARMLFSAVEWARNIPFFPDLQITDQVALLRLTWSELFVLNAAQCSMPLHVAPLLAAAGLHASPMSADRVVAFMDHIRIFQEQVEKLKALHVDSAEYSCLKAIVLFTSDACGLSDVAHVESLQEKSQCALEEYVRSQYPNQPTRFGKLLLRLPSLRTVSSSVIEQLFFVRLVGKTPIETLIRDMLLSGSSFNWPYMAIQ
SRC2 inh: inhibits human steroid receptor coactivator 2. inhibition, % at 9 µM. Q15596. 370,000 compounds, 0.17% hits. HEK293 GAL4-SRC2 luciferase reporter, luminescence;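 active means inhibition above the mean inhibition of all tested compounds plus 3 SD, set per campaign, cut at about 52% in these data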;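 further: 0% = DMSO treated cells and 100% = cells given Gossypol at 36 µM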
ABHD5-PLIN5 inh: inhibitors of human ABHD5-perilipin-5 interaction. inhibition, % at 4 µM. AID 602281. 360,000 compounds, 0.78% hits. Split G. princeps luciferase complementation, luminescence, 4 h;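 active means inhibition above the mean inhibition across every tested compound plus 3 SD, cut at about 22% in these data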;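 further: 0% = DMSO only wells and the 100% control is not disclosed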
MC4R barr agon: agonists of human melanocortin 4 receptor (MC4R) beta-arrestin; P32245; U2OS MC4R beta-arrestin complementation, luminescence; percent of melanotan II response, DMSO zero; activation, % at 8.9 µM; 360,000 compounds, 0.98% hits; AID 540308;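 active means activation above a per-plate cutoff, the mean activation of sample wells on that plate plus 3 SD, cut at about 8% in these data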
TLR9-MyD88 block: TLR9-MyD88 interaction inhibition; Q9NR96+Q99836; CHO BLA complementation TLR9-MyD88, CCF4 FRET ratio; inhibition, % at 4.98 µM; 340,000 compounds, 0.21% hits;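 active means inhibition above the mean over all tested compounds plus 3 SD, cut at about 21% in these data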;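 further: 0% = DMSO only wells and 100% = clavulanate BLA inhibitor control wells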
EBV LMP1 NFkB: reduces LMP1-driven NF-kappaB luciferase signal; LMP1-induced NF-kappaB luciferase reporter cells, luminescence; inhibition, % at 12.5 µM; 350,000 compounds, 0.69% hits; AID 504558; in the data active means inhibition above about 41%;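 further: 0% = neutral control wells and 100% = reference inhibitor control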
NCOA3 inh: human NCOA3 inhibition. Q9Y6Q9. HEK293 GAL4-SRC3 luciferase reporter, luminescence. inhibition, % at 3.6 µM. 360,000 compounds, 0.17% hits. AID 588352;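 active means inhibition above a per-campaign cutoff, the mean of all compounds plus 3 SD, cut at about 60% in these data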;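 further: 0% = DMSO-treated cells and 100% = gossypol-treated cells at 36 µM; higher means less SRC3-driven luciferase light from the GAL4 reporter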
MC4R antagonist: blocks human MC4R cAMP signaling; MC4R-expressing cells, MTII-stimulated cAMP, LANCE TR-FRET; 360,000 compounds, 0.48% hits; inhibition, % at 6.5 µM; P32245; AID 540295;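 active means inhibition above its plate's cutoff, the mean of tested wells on that plate plus 3 SD, cut at about 29% in these data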;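 further: 0% = Melanotan II alone and 100% = Melanotan II plus saturating MCL0020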
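Material: human MC4R-expressing U2OS cells. Probe or stimulus: Melanotan II challenge. Dosing: 6.5 µM single dose. Times: 30-min compound, 1-h challenge, 1-h detection, room temperature. Technique: TR-FRET with Eu-cAMP and labeled anti-cAMP, 671 nm. Replication: singlicate.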
SRC1 inh: inhibitors of human steroid receptor coactivator 1 (SRC1). Q15788. HEK293 GAL4-SRC1 luciferase reporter, luminescence. inhibition, % at 3.6 µM. 360,000 compounds, 0.12% hits. AID 588354;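 active means inhibition above the campaign mean plus 3 SD, with each screening campaign given its own cutoff, cut at about 60% in these data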;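 further: 0% = DMSO treated cells and 100% = gossypol at 36 µM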
* hit, by the source's call; / = not tested or not shown.

NOD2-RIPK2 inh,LRH-1 inv ag,COUP-TFII inh,SRC2 inh,ABHD5-PLIN5 inh,MC4R barr agon,TLR9-MyD88 block,EBV LMP1 NFkB,NCOA3 inh,MC4R antagonist,SRC1 inh,Molecule
-0.8,0.2,7.6,-13.9,-2.0,-1.7,6.8,-6.2,14.1,8.0,0.6,CC(C)C(C(=O)OCC(=O)c1ccc2c(c1)NC(=O)CO2)N1C(=O)c2ccccc2C1=O (stereo unspecified)
5.5,-26.2,-13.7,-19.3,-0.2,0.0,-9.0,-7.7,-16.2,-0.4,-25.4,CCN(CC)c1ccc(NC(=O)c2c(C)noc2C)cc1
-8.5,-1.6,-13.8,16.1,1.3,-3.5,2.5,-18.8,-9.8,24.9,24.0,Cn1nc(C(=O)NCc2ccc(F)cc2)cc1C(=O)NCc1ccc(F)cc1
3.0,7.5,10.1,-2.5,-5.3,0.0,-1.4,6.1,1.6,-6.3,-13.4,CCCCOC(=O)c1c(C)oc2ccc(NS(=O)(=O)c3ccc4c5c(cccc35)C(=O)N4)cc12
-2.3,-10.9,-1.2,17.3,7.7,-1.4,3.0,-1.2,-12.7,8.8,9.7,COc1cccc(NC(=O)CN(C)CC(=O)Nc2ccc3c(c2)CCC3)c1
-1.9,-3.5,-15.9,-0.1,2.0,-4.2,-11.4,7.5,-5.7,12.0,0.1,COc1ccc(Cl)cc1NC(=O)C1CCCN(c2ncnc3c2nc2n3CCCCC2)C1 (stereo unspecified)
-5.1,1.8,12.3,-10.5,0.0,0.3,-1.7,-5.5,3.0,4.5,8.5,CC(=O)c1ccc(S(=O)(=O)NCc2nnnn2-c2ccccc2)cc1
-3.5,-9.5,9.6,-18.4,-3.9,-0.1,-4.0,2.7,-7.1,-1.2,-1.1,CCCS(=O)(=O)c1nc(S(=O)(=O)c2ccc(C)cc2)c(N2CCCC(C)C2)s1 (stereo unspecified)
-3.6,6.7,0.5,-0.9,0.4,-3.0,-10.9,-2.5,-0.7,-1.0,9.0,COc1ccc(-c2cc(C)no2)cc1S(=O)(=O)NCC(C)c1ccccc1 (stereo unspecified)
5.0,-10.3,14.8,-26.6,-4.0,4.9,-3.1,18.4,3.1,-12.7,6.0,COc1ccc(/C=c2\s/c(=C/C(=O)c3ccc(C)cc3)[nH]c2=O)cc1OC
-15.3,8.9,2.2,-17.7,-6.7,1.7,-8.4,14.8,11.0,-3.9,6.2,CC1CCc2c(sc(NC(=O)Cn3nc(C(F)(F)F)c4c3CCCCC4)c2C#N)C1 (stereo unspecified)
-1.9,7.0,-17.1,-35.5,3.9,-0.8,2.7,1.4,-7.7,-2.0,2.5,COc1cc2c(cc1OC)C(=NO)CCCC2
5.1,6.4,-12.6,-2.5,-2.3,-0.2,-7.8,-0.3,11.2,6.0,10.9,CCc1c(O)nc(SCC(=O)Nc2c(C)cccc2C)n(-c2ccc(F)cc2)c1=O
2.9,1.4,8.1,18.8,-4.1,-2.5,-5.0,-2.7,-7.9,-3.0,-7.4,Cc1cc(C)nc(N2CCC(C(=O)NCCc3ccc(F)cc3)CC2)n1
-3.4,7.2,-11.3,9.6,14.3,-3.8,-8.3,-2.2,0.9,7.2,-9.9,Cc1ccc(NC(=O)CSCC(=O)Nc2cccc3ncccc23)cc1
-1.2,-3.2,8.7,2.4,-2.4,-1.7,2.4,-5.6,-7.9,7.4,-13.2,CC(C)NC(=O)CN(C(=O)CCC(=O)Nc1nccs1)c1ccc2c(c1)OCO2

Single records, from the list above. Order of values: NOD2-RIPK2 inh | LRH-1 inv ag | COUP-TFII inh | SRC2 inh | ABHD5-PLIN5 inh | MC4R barr agon | TLR9-MyD88 block | EBV LMP1 NFkB | NCOA3 inh | MC4R antagonist | SRC1 inh
`CC(C)C(C(=O)OCC(=O)c1ccc2c(c1)NC(=O)CO2)N1C(=O)c2ccccc2C1=O` (stereo unspecified) across the screens: -0.8 | 0.2 | 7.6 | -13.9 | -2.0 | -1.7 | 6.8 | -6.2 | 14.1 | 8.0 | 0.6
`COc1cccc(NC(=O)CN(C)CC(=O)Nc2ccc3c(c2)CCC3)c1` across the screens: -2.3 | -10.9 | -1.2 | 17.3 | 7.7 | -1.4 | 3.0 | -1.2 | -12.7 | 8.8 | 9.7
`CC1CCc2c(sc(NC(=O)Cn3nc(C(F)(F)F)c4c3CCCCC4)c2C#N)C1` (stereo unspecified) across the screens: -15.3 | 8.9 | 2.2 | -17.7 | -6.7 | 1.7 | -8.4 | 14.8 | 11.0 | -3.9 | 6.2
`CCN(CC)c1ccc(NC(=O)c2c(C)noc2C)cc1` across the screens: 5.5 | -26.2 | -13.7 | -19.3 | -0.2 | 0.0 | -9.0 | -7.7 | -16.2 | -0.4 | -25.4

(more compounds)
NOD2-RIPK2 inh,LRH-1 inv ag,COUP-TFII inh,SRC2 inh,ABHD5-PLIN5 inh,MC4R barr agon,TLR9-MyD88 block,EBV LMP1 NFkB,NCOA3 inh,MC4R antagonist,SRC1 inh,Molecule
-3.5,2.2,-16.2,-3.2,11.4,0.9,7.7,3.2,9.0,-4.7,9.0,COC(=O)Nc1sccc1C(=O)Nc1sccc1C(=O)OC
-4.9,-6.0,27.4,21.7,0.7,0.2,4.0,2.6,12.7,5.3,-25.6,CCn1nc(C)c(CN2CCC(Oc3ccc(C(=O)N4CCCC4)cc3)CC2)c1C
2.9,-1.9,-12.2,-4.3,-1.0,/,/,/,/,/,/,CN1CCN(C(=O)OC2CC3CC2[C@H]2CCCCN2C3=O)CC1 (stereo partly specified)
-9.1,4.5,10.2,-5.8,-10.5,1.0,1.2,6.2,-20.3,-26.2,-6.8,CCOc1ccccc1C1C(C#N)=C(N)Nc2onc(-c3ccccc3)c21 (stereo unspecified)
-3.2,-11.5,-3.8,-24.5,-3.7,-0.7,1.3,-2.3,15.2,-2.1,-27.2,Cc1cccc(C)c1NC(=O)CN(C)C(C)C(=O)NCC(=O)Nc1ccc(F)c(F)c1F (stereo unspecified)
-8.8,-24.4,10.5,12.3,-3.0,1.3,/,/,-19.0,18.6,-9.8,CC1(C(=O)NS(=O)(=O)c2cccs2)CCN1C(=O)c1ccco1 (stereo unspecified)
-2.5,8.7,8.4,-20.8,-0.9,-2.1,-2.8,-2.3,11.6,17.9,-5.0,CCOC(=O)CSc1nc2sc3c(c2c(=O)[nH]1)CC(C)(CC)OC3 (stereo unspecified)
-1.2,-135.2,-30.4,-44.4,8.2,2.5,-11.2,-25.1,-79.7,8.9,-71.4,CC(C)CCNC(=O)c1ccc2c(Cl)c3c(nc2c1)CCC3
1.2,-78.5,-10.5,-24.8,3.4,1.1,-10.5,-23.4,-80.9,-11.1,-73.9,O=[N+]([O-])c1cccn2cc(-c3ccc(Br)cc3)nc12
-6.1,-1.9,/,/,6.2,-3.2,-15.1,6.8,-0.6,-4.8,5.8,Cc1ccc(Cn2c(=N)c(C(=O)NC3CCCC3)cc3c(=O)n4ccccc4nc32)cc1
-2.1,-0.4,-2.0,13.4,9.2,-0.1,-6.0,9.6,8.6,8.6,-2.2,C=CCNC(=O)c1onc(CSc2ccccn2)c1C(=O)NCC=C
6.2,12.3,20.1,1.4,4.0,-2.9,-4.4,3.4,14.3,-7.6,13.1,C=CCNC(=O)/C(C#N)=C/c1c(N(Cc2ccccc2)Cc2ccccc2)nc2ccccn2c1=O
-4.8,-8.8,-9.8,-10.0,-10.0,-1.8,0.2,-6.3,-4.3,1.2,-17.4,CC(=O)c1ccccc1Oc1cc(NN2CCCCC2)c([N+](=O)[O-])cc1[N+](=O)[O-]
-5.6,-27.0,-0.3,-4.6,-2.1,/,/,/,/,/,/,Cc1cccc(C)c1NC(=O)C1(C)CSCC(=O)N1Cc1cccs1 (stereo unspecified)
-1.0,23.0,13.9,-28.5,-7.1,-1.6,-4.7,5.7,-4.0,-0.7,-10.2,CSc1nc(=S)n(-c2ccc([N+](=O)[O-])cc2)c(C)c1C(C)=O
-3.1,3.5,-6.7,7.6,0.9,-2.4,6.3,0.8,-3.8,10.2,0.6,CCc1cc2ccc(C)cc2nc1SCC(=O)NNC(=O)c1ccco1
-8.9,-26.6,-6.3,-14.1,0.2,1.6,9.7,-0.1,4.0,10.1,-13.5,O=C1C=C(/C=C/c2ccccc2)C[C@@H](c2ccc(F)cc2)C1
-0.8,2.9,/,/,4.3,-2.2,-15.2,7.2,5.1,10.3,-8.1,Cc1cc(C)c(C2C(C#N)=C(N)Oc3n[nH]c(C)c32)cc1CN1CCOCC1 (stereo unspecified)
0.9,7.7,4.5,-11.5,3.7,-2.5,-7.9,-4.9,6.8,-3.8,-8.5,COc1ccc(/C=C2\SC(=O)N(CCCC(=O)Nc3ccc(C(=O)O)cc3)C2=O)cc1OC
-6.0,-20.8,12.1,-4.0,-1.8,-1.6,0.2,-2.0,9.0,-9.4,-4.8,O=C(CN1CCN(C(=O)c2cccs2)CC1)Nc1ccc(Br)cc1
1.8,21.1,-6.0,-41.8,-0.8,-2.4,-0.7,-2.0,25.0,1.2,-8.8,O=C(c1ccc(N2CCOCC2)cc1)N1CCCC(Nc2ccccc2)C1 (stereo unspecified)
11.8,-5.6,6.9,-56.4,4.9,-1.5,0.3,-17.6,-18.6,-25.8,-21.0,COC(=O)c1[nH]c2ccccc2c1NC(=O)CN1CCCc2ccccc21
-0.7,19.9,9.0,3.8,-0.8,-1.7,-9.6,-3.3,10.5,0.3,12.6,Cc1ccc(N2C(=O)CC(Sc3cccs3)C2=O)cc1 (stereo unspecified)
-3.5,11.0,9.1,-20.3,-4.1,3.5,-7.4,4.0,19.3,-4.5,4.9,CCc1cc2c(=O)n(N)c(CCC(=O)O)nc2s1
1.9,-6.9,-5.7,11.8,4.9,-3.5,1.7,0.0,-11.0,20.0,-2.4,COc1cc(C(=O)NCc2ccc3[nH]c(C)cc3c2)cc(OC)c1OC
-4.3,-11.2,-7.4,-7.4,-5.6,1.1,-0.9,1.3,12.5,10.6,5.2,O=C(O)/C=C/C(=O)NCc1csc2ccccc12
-2.4,12.9,-10.7,-2.3,1.0,-1.8,-6.6,-3.4,15.8,-5.2,-1.7,C=CCNC(=O)CSc1n[nH]c(-c2cc(Cl)ccc2OC)n1
2.6,4.6,5.3,3.4,5.6,-1.5,-5.7,-5.3,5.6,1.4,-12.8,CCOc1ccc(N(C(C)=O)c2nc(C)cc(C)c2C#N)cc1
-6.6,25.0,6.9,15.6,0.7,-2.0,-7.7,-8.0,-3.6,15.5,-11.3,c1ccc(-c2nc(NCc3ccco3)c3oc4ccccc4c3n2)cc1
7.5,-3.9,22.2,-25.9,11.0,1.1,7.4,0.2,8.2,3.8,-10.5,CN(C)CCNC(C(=O)Nc1cc(Cl)cc(Cl)c1)c1ccccc1 (stereo unspecified)
-2.9,14.9,-1.7,11.5,-0.6,-1.4,-3.9,-4.0,8.1,12.6,-17.6,COC(=O)CSc1n[nH]c(=S)s1
9.2,-38.5,1.5,-19.4,-2.3,0.1,1.3,-36.5,-65.7,2.1,-42.5,N#CCC(=O)Nc1nc(-c2ccc3c(c2)OCCO3)cs1

Screening results as filed in PubChem.

These rows are one share of the data. The share of hits here may be higher or lower than overall.
